DNMT1 block = DNMT1 (human) enzyme inhibition | P26358 | DNMT1 molecular beacon, Hinp1I cleavage, fluorescence | inhibition (reported as % activation of signal), % at 10 µM | 360,000 tested, 0.83% active; in the data active = inhibition above about 50%
CSN inh = inhibitors of human CSN-mediated cullin deneddylation; Q92905; Purified CSN, SCF-Nedd8-OG deneddylation, fluorescence polarization; inhibition, % at 12.5 µM; 360,000 tested, 0.38% active;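 active = pattern-corrected inhibition above about 35%, with an unprinted fluorescence ratio check between 0.5 and 1.5, limit read from the data, passing the limit was not always enough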;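 also: 0% = enzyme with substrate and 100% = substrate without enzyme; some results filed as inactive read as strong as hits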
Target sequence (Q92905 whole entry, looked up, one chain of several): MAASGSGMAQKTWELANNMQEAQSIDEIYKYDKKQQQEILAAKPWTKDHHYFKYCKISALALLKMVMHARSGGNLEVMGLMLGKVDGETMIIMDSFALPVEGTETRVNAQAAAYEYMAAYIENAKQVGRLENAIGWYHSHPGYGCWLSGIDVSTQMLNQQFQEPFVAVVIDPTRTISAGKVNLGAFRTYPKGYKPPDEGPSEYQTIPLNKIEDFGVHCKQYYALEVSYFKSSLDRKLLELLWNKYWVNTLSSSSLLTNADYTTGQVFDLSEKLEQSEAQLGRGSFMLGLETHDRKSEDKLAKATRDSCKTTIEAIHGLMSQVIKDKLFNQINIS
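Assay system: purified human Csn5 enzyme expressed in HEK293T cells; Input: 0.24 nM Csn5 enzyme, final concentration; Reagent: 10 nM SCFSkp2-Nedd8OG; Compound dosing: 12.5 µM single point; Times: reaction 90 min, room temperature; Technique: fluorescence polarization readout.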
Tb MetRS inh = blocks T. brucei methionyl-tRNA synthetase activity; 360,000 tested, 0.4% active; purified T. brucei MetRS, ATP depletion, Kinase-Glo luminescence; AID 624268; inhibition, % at 11.9 µM;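 active = inhibition above a per-plate cutoff of the control wells' mean inhibition plus 3 SD, cut at about 5.5% in these data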;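 also: 0% = DMSO wells median and 100% = median of wells with control inhibitor compound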
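Test system: purified T. brucei MetRS enzyme. Also added: ATP, methionine and E. coli bulk tRNA substrates. Compound: 11.9 µM single point. Schedule: 15 min enzyme-compound preincubation, 2 h reaction, 10 min detection, 25 °C. Signal: luciferase luminescence of residual ATP, Kinase-Glo. Evaluation: percent inhibition versus plate control medians. Controls: DMSO wells, low control.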
STEP inh = STEP (human) phosphatase inhibition; P54829; inhibition, % at 20 µM; AID 588621; 360,000 tested, 0.25% active; recombinant STEP, OMFP fluorogenic substrate, fluorescence;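 active = inhibition at 20 µM, scaled per plate between control wells, above about 37%, limit read from the data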;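 also: 0% = DMSO with enzyme and substrate and 100% = substrate only without enzyme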
Target sequence (P54829 whole entry, looked up): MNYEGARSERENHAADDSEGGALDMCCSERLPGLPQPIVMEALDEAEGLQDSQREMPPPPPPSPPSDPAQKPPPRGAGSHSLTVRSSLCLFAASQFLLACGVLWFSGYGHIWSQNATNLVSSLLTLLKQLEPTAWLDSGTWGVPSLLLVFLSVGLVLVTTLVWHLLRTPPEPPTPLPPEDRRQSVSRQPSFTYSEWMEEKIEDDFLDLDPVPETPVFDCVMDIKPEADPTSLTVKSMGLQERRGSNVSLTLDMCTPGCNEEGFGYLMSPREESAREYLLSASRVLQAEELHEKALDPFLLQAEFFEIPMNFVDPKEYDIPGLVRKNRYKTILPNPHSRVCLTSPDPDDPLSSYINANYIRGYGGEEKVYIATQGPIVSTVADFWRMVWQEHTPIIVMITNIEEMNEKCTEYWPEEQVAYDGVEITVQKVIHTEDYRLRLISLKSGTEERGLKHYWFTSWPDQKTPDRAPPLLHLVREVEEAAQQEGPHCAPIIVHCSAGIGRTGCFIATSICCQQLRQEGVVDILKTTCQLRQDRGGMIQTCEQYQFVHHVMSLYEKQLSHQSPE
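System: STEP phosphatase, cell-free reaction; Buffer or medium: Bis-Tris pH 6.0 buffer with DTT, detergent; Incubation: 20 min at room temperature, dark; Measured by: fluorescence, 480/540 nm.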
Rpn11 block = inhibitors of human proteasome Rpn11. 360,000 tested, 0.59% active. human 26S proteasome, Ub4-pepOG fluorescence polarization; 20S core pre-blocked with epoxomicin. calls only at 20 µM. O00487;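 active = inhibition at 20 µM, scaled to each plate's controls, above about 33%, limit read from the data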
LMPTP block = LMPTP (human) inhibition; P24666; recombinant LMPTP-A, OMFP fluorogenic substrate, fluorescence intensity; inhibition, % at 20 µM; 360,000 tested, 0.22% active;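 active = compounds that cut the enzyme signal by at least half of the control window in the single-dose screen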;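 also: plate controls were DMSO wells with enzyme plus substrate for no effect and substrate without enzyme for full effect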
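Test system: LMPTP-A phosphatase enzyme. Amount: LMPTP-A at 0.625 nM final in the reaction. Reagent: OMFP substrate, 400 µM final. Times: 50 min at room temperature. Signal: endpoint fluorescence intensity from OMFP dephosphorylation. Read-out basis: % inhibition. Benchmarks: no-enzyme and uninhibited controls.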
PABP1 MLLE inh = inhibitors of microRNA-mediated deadenylation, human PABP1 MLLE binding | GST-MLLE / FITC-PAM2 fluorescence polarization | inhibition, % at 20 µM | 360,000 tested, 0.36% active; in the data active = inhibition above about 35%, passing the limit was not always enough;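 also: plate controls were DMSO wells with GST-MLLE for no effect and wells lacking GST-MLLE protein for full effect; some results filed as inactive read as strong as hits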
SUMO1 PPI mod = modulators of human SUMO1-mediated protein-protein interactions; P63165; SUMO1 binding to a labelled peptide, TR-FRET, 1 h; inhibition, % at 20 µM; 360,000 tested, 0.33% active; AID 602429; in the data active = inhibition above about 37%
Target sequence (P63165 whole entry, looked up): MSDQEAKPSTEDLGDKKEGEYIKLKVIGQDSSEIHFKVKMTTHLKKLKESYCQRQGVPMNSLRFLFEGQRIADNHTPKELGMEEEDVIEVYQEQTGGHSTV
Scp1 inh = blocks human Scp-1 phosphatase activity; Q9GZU7; Recombinant Scp1, phosphopeptide, malachite green phosphate absorbance; inhibition, % at 20 µM; 340,000 tested, 0.88% active;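 active = inhibition above about 50% at 20 µM, limit read from the data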;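 also: plate controls were DMSO wells with enzyme for no effect and wells lacking enzyme for full effect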
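Material – SCP-1 phosphatase catalytic domain, residues 76-261 · Buffer or medium – Acidic Tris acetate buffer with magnesium and detergent · Also added – Phospho 17-mer peptide substrate · Compound – single 20 µM dose, 1% DMSO · Times – 45 min room-temperature reaction, 5 min colour, 30 min stabiliser · Technique – Phosphate-binding colour reagent, absorbance read at 630 nm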
NadD block = blocks S. aureus nicotinate mononucleotide adenylyltransferase. inhibition, % at 20 µM. purified NadD enzyme, colorimetric absorbance read-out. 360,000 tested, 0.78% active; in the data active = inhibition above about 26%; also: some compounds past the cut are filed as inactive
* hit, by the source's call; i = inactive; nt = not tested or not shown; + = active, no number. Compounds as they come; 3.6% or so of the library scored in one or more.

The line under a structure holds: DNMT1 block, CSN inh, Tb MetRS inh, STEP inh, Rpn11 block, LMPTP block, PABP1 MLLE inh, SUMO1 PPI mod, Scp1 inh, NadD block
Clc1ccc(COc2cccc(CNCc3ccncc3)c2)cc1
→ -1, -3, 0.5, 9, i, -2.6, -1, -3, -1, -5
Cc1ccc(C(=O)Nn2cnnc2)c(Cl)c1
→ 2, 3, -0.1, -2, i, -1.6, 2, 2, -5, 2
O=C(OCC(=O)N1CCC(c2ccccc2)=N1)c1ccc(Cl)s1
→ -9, -3, -0.5, -3, i, 1.2, 8, 0, -11, -12
O=C(COC(=O)c1cnc(Cl)c(Cl)c1)NC1CCCC1
→ -4, -2, -0.3, 2, i, -0.8, 5, 3, nt, 2
CCOC(=O)C1=C(N)OC2=C(C(=O)CC(C)C2)C1c1cccnc1 (centres undefined)
→ 11, 3, 0.5, -4, i, -0.5, 30, 1, -5, -1
O=C(NNC(=O)c1ccccc1O)c1ccc(S(=O)(=O)Nc2ccccc2)cc1
→ 0, 4, -0.2, -1, i, 0.4, 1, 14, -14, -1
O=c1c2c3c(sc2ncn1Cc1ccc(F)cc1)CCC3
→ -1, 4, 0.2, 0, i, 3.7, -26, 12, -10, 13
Nc1cc(CN2C(=O)c3ccccc3C2=O)cc(Cl)c1O
→ -3, 0, 0.3, 0, i, -0.9, -34, -8, -6, 1
O=C(Nc1c(C(=O)O)[nH]c2ccccc12)NC1CCCCC1
→ -3, 0, -1.4, -1, i, -1.0, 1, 8, -12, 0
Nc1c(Cl)cc(C2=NCCn3nc4ccccc4c32)cc1Cl
→ -6, 1, -0.4, 1, i, -0.2, 21, -15, 1, -2
O=C(Cn1ncc(Cl)c(Cl)c1=O)NCC1CCCCC1
→ 16, 8, 0.8, 2, i, -1.1, -19, -5, 1, 2
CC(=O)c1cccc(N=C2NC(=O)CS2)c1
→ -2, 7, -0.7, -6, i, -1.4, -13, 6, -6, 0
O=C(Cn1[nH]c(=O)c2ccccc2c1=O)OCC(=O)N1CCCc2ccccc21
→ -6, -3, -0.9, -2, i, -0.4, 2, -1, 0, -3
CSC1=NCCN1C(=O)c1ccc(Br)o1
→ 0, -2, -0.2, -1, i, -1.1, -1, -4, 12, 2
COCCCN(C(=S)Nc1ccc(C)cc1Cl)C(C)c1ccncc1 (centres undefined)
→ 6, -3, 0.3, 0, i, -1.3, -6, 0, 0, 0
CCC(=O)Nc1cc(C(C)C)c(O)cc1C
→ 3, -5, -0.4, 2, i, -2.0, 8, -2, -8, 6
C(=N\N1CCN(C(c2ccccc2)c2ccccc2)CC1)/c1ccc2c(c1)OCO2
→ -3, -4, -0.3, 1, i, 2.5, 0, 0, -5, 0
C/C(=N\N=C(/N)SC1CC(=O)N(c2ccc(Cl)c(Cl)c2)C1=O)c1cccs1 (centres undefined)
→ -29, 4, -0.1, -2, i, 5.2, 4, 9, -17, 23
O=C1c2ccccc2S(=O)(=O)N1CCS(=O)(=O)c1ccc(F)cc1
→ -2, 1, -0.2, -2, i, -0.4, 14, 1, 6, -6
CN(C(=O)CSc1nc2ccc(Cl)cc2[nH]1)C1CCS(=O)(=O)C1 (centres undefined)
→ -1, 0, 11*, 2, i, 0.0, -16, 2, 4, -4
Cc1c(C)n(C(=O)CSc2nccn2C)c2ccccc12
→ -5, -2, -0.1, 2, i, -1.4, -57, -2, 3, -8
Cc1nc2ccccc2c(=O)n1-c1cccc(NC(=O)c2cccs2)c1
→ 1, -2, 0.7, -1, i, 0.5, 26, 7, -1, 0
Cc1ccc(/C=C(/NC(=O)c2ccccc2)C(=O)NCCc2c[nH]c3ccccc23)o1
→ -6, -2, 0.0, 2, i, -1.6, -8, -6, -5, 5
Cc1cc2c(cc1S(=O)(=O)CCC(=O)NC1CCC(C)CC1)OCC(=O)N2 (centres undefined)
→ -7, 6, -0.4, 2, i, -2.0, 6, -5, -9, -5
COC(=O)c1ccc(Oc2ccc3nncn3n2)cc1
→ 2, 1, 0.5, 0, i, -1.1, 1, 2, -5, 5
CC(=O)Nc1ccc(S(=O)(=O)N(C)CC(=O)OCC(=O)Nc2ccc3c(c2)OCO3)cc1
→ -7, -17, -0.3, -3, i, -1.5, -3, 1, -1, -4
COc1ccc(NC(=O)CN(C)S(=O)(=O)c2ccc3c(c2)CCC(=O)N3)c(OC)c1
→ 1, 4, -0.7, 3, i, -1.0, -3, 1, -6, 2
N[C@@H](Cc1cc(I)c(O)c(I)c1)C(=O)O
→ 12, 11, -1.1, -1, i, -0.2, -93, 36, -9, 4
CCOC(=O)/C(C#N)=N/Nc1ccccc1OC
→ 2, -1, 0.3, -3, +, -1.4, 2, 0, -11, -3
Nc1nnc(SCC(=O)Nc2cccc(Cl)c2)s1
→ 0, 5, -0.2, 0, i, 0.1, -45, 1, -1, 0
COc1ccc(C(=O)NCC(=O)OCc2ccc([N+](=O)[O-])cc2)cc1
→ -1, -2, 0.1, -1, i, -0.1, 15, -16, 3, 2
Clc1cccc2sc(N3CCCC3)nc12
→ 0, 0, -1.1, -2, i, -0.2, -3, 1, 2, -5
COc1cc(C)nc(NC(=O)NC(=O)c2ccc(C(F)(F)F)cc2)n1
→ 0, -2, -0.4, -1, i, -1.6, -3, 4, -4, -5
Fc1ccc(-c2nnsc2Sc2ccccn2)cc1
→ 4, -9, -0.4, 2, i, 2.2, 11, -1, 4, 0
COc1ccc(-c2nc3ccc(Br)cn3c2Cc2cccc(Cl)c2)cc1OC
→ -6, 4, -0.6, -4, i, 2.3, -26, 5, nt, 7
CN1CCN(C2=NC3(CCCC3)C(C#N)C(=O)N2)CC1 (centres undefined)
→ -1, 3, -1.1, 3, i, -4.2, -2, 2, -3, 7
O=[N+]([O-])c1ccc(Oc2c(F)c(F)nc(N3CCCC3)c2F)cc1
→ -5, 0, -1.2, 2, i, 0.8, 13, -12, -3, 5
Cc1ccc2nc(C)c3c(c2c1)COC3
→ 2, 1, 0.3, 1, i, 0.2, 3, -2, -4, 1
CCC(=O)Nc1c(-c2ccccc2Cl)c(=O)c2ccccc2n1CC
→ 0, 3, -1.4, -3, i, 2.2, -4, -1, -3, -3
CC(C)(C)NC(=O)NC(=O)CSc1n[nH]c(-c2ccccc2Br)n1
→ 1, -9, -0.7, -1, i, -0.4, -3, -1, -5, -2
CC(C)c1cc(C(=O)OCC(=O)NC2CCS(=O)(=O)C2)c(O)c(C(C)C)c1 (centres undefined)
→ 4, -5, -0.2, 0, i, -0.6, -15, -3, nt, 1
CCCCNS(=O)(=O)c1ccc(NC(=O)C2c3ccccc3Oc3ccccc32)cc1
→ 25, -7, -0.2, 0, i, 0.5, 6, -3, -2, -2
CCOC(=O)/C(C#N)=C1\CCCN1CC(N)=S
→ 0, 0, -0.5, 11, i, 1.4, 24, -1, -7, 3
CCCN=C1N(CC)C[C@@H]2[C@@H]3C(=O)N(C)C(=O)[C@@H]3[C@](C)(C(=O)OC)N12
→ 5, -4, -0.8, 2, i, -0.7, 2, 9, -1, 3
CC(=O)c1ccc(N2CCN(c3ncccn3)CC2)c([N+](=O)[O-])c1
→ 1, -1, -0.3, 1, i, 0.9, -5, -35, -7, 5
CC1CN(Cc2ccccc2Cl)CC(C)O1 (centres undefined)
→ -3, 1, -0.8, -2, i, -1.7, 2, 2, -3, 2
Cn1c(CSc2nc3ccccc3s2)nnc1SCC(=O)NCCCN1CCOCC1
→ 1, 3, -0.1, -3, i, -0.1, -2, 1, -5, 8
C#CCNC(=O)C1=C[C@H](C2CCCCC2)[C@@H](CCCO)[C@H](OCC)O1
→ 1, 3, -0.7, -1, i, -1.3, -7, 5, 0, 0
CC1CC(C)CN(CCCNC(=O)CN2C(=O)COc3ccc(S(=O)(=O)N4CCOCC4)cc32)C1 (centres undefined)
→ 1, 2, -0.3, -1, i, 0.3, 19, 4, -3, 6
CCN(CC)c1ccc(NC(=O)Cn2c(C(C)NC(=O)c3ccccc3)nc3ccccc32)cc1 (centres undefined)
→ 40, -16, -0.7, 2, i, -0.1, -18, -2, 7, 4

Other results follow.
The line under a structure holds: DNMT1 block, CSN inh, Tb MetRS inh, STEP inh, Rpn11 block, LMPTP block, PABP1 MLLE inh, SUMO1 PPI mod, Scp1 inh, NadD block
COc1ccc(N(C)S(=O)(=O)c2cccc(C(=O)OCC(=O)N(C)c3ccccc3)c2)cc1
→ -6, -6, -0.3, 0, i, 0.3, -1, 0, -13, -8
CCOC(=O)C1=C(C)NC(C)=C(C(=O)OCC)C1C(=O)OCC(=O)N1CCc2ccccc2C1
→ -2, -1, -0.4, -2, i, -1.0, -2, -4, -6, -6
O=C(CC1c2ccccc2Oc2ccccc21)NCc1ccco1
→ 4, 0, -0.4, 4, i, -3.2, 13, 4, -6, -5
O=S(=O)(c1cccc(F)c1)N1CCC(CO)(Cc2cccc(F)c2)CC1
→ 6, -1, -0.3, -2, i, -1.0, 8, 0, 6, -5

Part of the list above in order of number of heavy atoms, descending.
The line under a structure holds: DNMT1 block, CSN inh, Tb MetRS inh, STEP inh, Rpn11 block, LMPTP block, PABP1 MLLE inh, SUMO1 PPI mod, Scp1 inh, NadD block
CCN(CC)c1ccc(NC(=O)Cn2c(C(C)NC(=O)c3ccccc3)nc3ccccc32)cc1 (centres undefined)
→ 40, -16, -0.7, 2, i, -0.1, -18, -2, 7, 4
COc1ccc(N(C)S(=O)(=O)c2cccc(C(=O)OCC(=O)N(C)c3ccccc3)c2)cc1
→ -6, -6, -0.3, 0, i, 0.3, -1, 0, -13, -8
O=C(CC1c2ccccc2Oc2ccccc21)NCc1ccco1
→ 4, 0, -0.4, 4, i, -3.2, 13, 4, -6, -5

Compound activity from PubChem BioAssay.
